Menin-MLL TR inh: inhibitors of human menin-MLL interaction, mutant MLL peptide. O00255. AID 1768. Potency, µM (highest dose often 61.6 µM), for the others: top-dose FP activity change, negative = inhibition, most hits filed as inhibitors. actives 0.23% (n = 270,000). Menin + Texas Red MLL mutant peptide, fluorescence polarization; active = well fitted inhibition curve with a large enough effect in the polarisation, with a control signal flat, not every such curve was filed as active; inconclusive = small, poorly fitted or top-dose-only effect, or effect the other way, or a change in a side signal; inactive = no such curve, though single readings can be large or run the other way; the % refers to the polarisation; note: potency is the fitted concentration of half-maximal effect; % of control where 0% means no effect; many of its hits are not listed in these tables
Target sequence (O00255 whole entry, looked up): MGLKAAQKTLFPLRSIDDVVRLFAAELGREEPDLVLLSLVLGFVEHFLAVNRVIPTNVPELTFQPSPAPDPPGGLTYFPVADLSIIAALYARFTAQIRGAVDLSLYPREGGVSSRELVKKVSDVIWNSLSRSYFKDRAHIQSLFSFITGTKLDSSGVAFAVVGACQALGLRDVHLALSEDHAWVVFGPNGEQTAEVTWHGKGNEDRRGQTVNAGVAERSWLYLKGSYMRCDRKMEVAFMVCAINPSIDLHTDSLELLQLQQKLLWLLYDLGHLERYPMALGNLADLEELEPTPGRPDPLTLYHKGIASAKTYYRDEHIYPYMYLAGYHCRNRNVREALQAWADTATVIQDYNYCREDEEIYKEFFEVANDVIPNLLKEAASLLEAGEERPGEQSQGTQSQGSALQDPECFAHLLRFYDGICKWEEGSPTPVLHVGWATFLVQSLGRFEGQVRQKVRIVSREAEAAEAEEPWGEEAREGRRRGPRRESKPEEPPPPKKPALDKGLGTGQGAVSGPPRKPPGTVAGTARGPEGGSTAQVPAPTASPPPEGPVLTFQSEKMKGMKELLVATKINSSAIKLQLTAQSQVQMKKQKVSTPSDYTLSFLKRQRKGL
KCNH2 3.1 inh: inhibitors of human KCNH2 3.1 potassium channel isoform | U2OS KCNH2 3.1, thallium flux FluxOr; stronger effect = lower value | activity change, % (tested at about 1.8 µM) | actives 0.95% (n = 340,000) | AID 720553;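 active = maximum activity change below -70%; inconclusive = maximum activity change from -70% to -50%; inactive = maximum activity change above -50%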;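 note: thallium influx rate constant from kinetic fluorescence after stimulation buffer; % is set by controls: 0 for no effect and ±100 for the full control effect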
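Measured as rate of thallium-driven FluxOr signal in transduced U2OS cells carrying the 3.1 channel, read kinetically for 2 min upon stimulation; values are rate constants scaled to DMSO control wells.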
RORgamma inh: blocks mouse ROR gamma transcriptional activity; Potency, µM (doses to about 53.6 µM), for the others: top-dose activity change, negative = inhibition, actives largely listed as inhibitors; AID 2551; actives 5.4% (n = 310,000); Drosophila S2 Gal4-RORgamma UAS-luciferase reporter, 20 h; note: potency is the fitted concentration of half-maximal effect; % is set by controls: 0 for no effect and ±100 for the full control effect; nearly all actives have a fitted effect of over 60% in size
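Read-out: Photinus luciferase luminescence; inhibitors lower reporter signal. Insect Schneider cells with Gal4-ROR gamma fusion under metallothionein promoter, UAS reporter; 700 uM final copper sulfate induction, 20 hr, ambient temperature.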
Mito fusion act: mitochondrial division inhibition or fusion activation; S. cerevisiae fusion-defective mutant growth rescue, CellTiterGlo 48 h; Potency, µM (highest dose often 46.1 µM), for inactives: top-dose growth rescue (activation), actives largely listed as activators; actives 0.23% (n = 320,000); AID 485298;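 note: potency is the fitted concentration of half-maximal effect; % of control where 0% means no effect; nearly all actives have a fitted effect of over 45% in size; temperature-sensitive fusion mutants such as fzo1-1 at 37 °C on non-fermentable ethanol glycerol medium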
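Yeast fusion mutant, YPEG (non-fermentable carbon), compound, 48 h at 37C non-permissive; CellTiterGlo added, 10 min RT, luminescence read. Rescued growth = division inhibition.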
PKM2 act: PKM2 (human) enzyme activation; P14618; purified PKM2, Kinase-Glo ATP luminescence, activation; response scale: 0% is enzyme alone, no compound; Potency, µM (titrated, usually from 57.5 µM), for the others: at the top dose activation, usual class: activators; actives 0.34% (n = 260,000); note: potency is the fitted concentration of half-maximal effect; % is set by controls: 0 for no effect and ±100 for the full control effect; nearly all actives have a fitted effect of over 55% in size
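Kinase-Glo luminescence reports ATP generated from ADP (0.1 mM) and PEP (0.5 mM) by purified hPK-M2 after 1 h at room temperature, pH 7.2 imidazole buffer; intermediate enzyme activity allows detecting inhibitors and activators.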
Rab9 prom act: activates the Rab9 promoter. Huh7 Rab9 promoter-luciferase reporter, luminescence, 24 h. Potency, µM (highest dose often 9.22 µM), inactives show top-dose activation, negative = inhibition, usual class: activators. actives 2.8% (n = 320,000); note: potency is the fitted concentration of half-maximal effect; % of control where 0% means no effect; nearly all actives have a fitted effect of over 60% in size
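Cells were plated at 1500 per well in reduced-serum medium with 10% FBS and left 2 h. Compound in DMSO was then added for 24 h at 37 °C. Reporter signal was read by luminescence after 10 min with luciferase detection reagent.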
FLuc counter: firefly luciferase modulation, counter-screen for miR-21 project; P08659; purified FLuc, Km substrates, luminescence inhibition; Potency, µM (doses to about 57.5 µM), for inactives: at the highest dose activity change, negative = inhibition, most hits filed as inhibitors; actives 6.9% (n = 360,000);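 note: potency is the fitted concentration of half-maximal effect; plate controls were vehicle for no effect and reference inhibitor for full effect; nearly all actives have a fitted effect of over 55% in size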
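Purified P. pyralis luciferase (10nM final) with 10uM D-luciferin and 10uM ATP (Km levels) in 50mM Tris acetate pH 7.5, 10mM Mg acetate, 0.01% Tween-20, 0.05% BSA; qHTS 6-point titration, ~60 µM downward; luminescence read.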
NPC1 promoter act: NPC1 promoter activation; Huh7 NPC1 promoter luciferase reporter, 24 h; Potency, µM (top dose mostly 9.22 µM), without a hit: at the top dose activation, hits mostly activators; AID 485313; actives 2.4% (n = 320,000);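 note: potency is the fitted concentration of half-maximal effect; % of control where 0% means no effect; nearly all actives have a fitted effect of over 60% in size; reporter is driven by a mutant NPC1 promoter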
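Luminescence read-out of NPC1 promoter-driven luciferase in stably transfected Huh7 cells; compounds delivered in DMSO and left 24 h at 37C, 5% CO2, qHTS titration format.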
Gal4-VP16 FLuc: counter-screen for ROR gamma inhibitors: Gal4-VP16 reporter | AID 2546 | actives 3.5% (n = 310,000) | Drosophila S2 Gal4-VP16 UAS-luciferase, luminescence, 20 h | Potency, µM (series often up to 53.6 µM), for inactives: at the top dose activity, negative = inhibition, usual class: inhibitors;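 note: Gal4-VP16 expression switched on by copper sulfate through the metallothionein promoter; potency is the fitted concentration of half-maximal effect; % is set by controls: 0 for no effect and ±100 for the full control effect; nearly all actives have a fitted effect of over 50% in size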
ELG1 DNA repair: ELG1-dependent DNA repair inhibition; HEK293T ELG1-luciferase reporter, luminescence, 16 h; DNA damage induced by 5-fluorouridine; Potency, µM (highest dose often 46.1 µM), for inactives: top-dose activity change, negative = inhibition, usual class: inhibitors; actives 2.3% (n = 330,000); note: potency is the fitted concentration of half-maximal effect; % is set by controls: 0 for no effect and ±100 for the full control effect; nearly all actives have a fitted effect of over 55% in size
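Cells (2,000 per well) received 5-fluorouridine plus test compound or DMSO and were incubated 16 hr at 37 °C, 5% CO2. Luciferase activity was read by luminescence 30 min after ONE-Glo addition; signal suppression marked inhibition of damage-induced ELG1 function.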
MBNL1 CUG block: inhibitors of human MBNL1 binding to CUG repeat RNA; TR-FRET MBNL1-His/biotin-(CUG)12 binding, 665/545 ratio; Potency, µM (doses to about 57.5 µM), for inactives: top-dose activity change, negative = inhibition, actives largely listed as inhibitors; actives 0.036% (n = 280,000); active = well fitted inhibition curve with a large enough effect in the signal ratio, with a control signal flat, not every such curve was filed as active; inconclusive = small, poorly fitted or top-dose-only effect, or effect the other way, or a change in a side signal; inactive = no such curve, though single readings can be large or run the other way; the % refers to the signal ratio; note: potency is the fitted concentration of half-maximal effect; % is set by controls: 0 for no effect and ±100 for the full control effect
Target sequence (Q9NR56 whole entry, looked up): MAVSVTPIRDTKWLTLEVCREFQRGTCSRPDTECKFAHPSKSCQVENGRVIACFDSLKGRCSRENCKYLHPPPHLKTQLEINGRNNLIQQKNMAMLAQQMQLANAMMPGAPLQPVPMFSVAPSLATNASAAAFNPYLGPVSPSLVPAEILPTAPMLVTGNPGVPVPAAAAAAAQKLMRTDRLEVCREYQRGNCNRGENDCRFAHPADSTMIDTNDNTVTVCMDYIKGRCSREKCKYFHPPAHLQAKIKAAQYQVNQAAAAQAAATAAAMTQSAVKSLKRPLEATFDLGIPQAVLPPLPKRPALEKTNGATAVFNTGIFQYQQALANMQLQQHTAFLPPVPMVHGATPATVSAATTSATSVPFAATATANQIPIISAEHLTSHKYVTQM
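TR-FRET between His-tagged MBNL1 and biotin-(CUG)12 RNA, detected with Tb anti-His antibody (0.055 ng/ul) and streptavidin-XL665 (5 nM), 60 min at room temperature. Compounds titrated 92 nM to 58 uM; 665/545 nm ratio normalized to buffer and complex controls.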
The depositor's hits bear a star; ? = inconclusive; nt = no result given; [ ] = dose if it differs, or a comment. Unless noted, calls come from the whole dose curve; as a rule, active = well fitted curve in the direction sought with a large enough effect; inconclusive = small, poorly fitted or top-dose-only effect, or another doubt; inactive = no such curve, though single readings can be large; an effect the other way counts as inactive or inconclusive. This is a subset (hit frequency here may not be typical).

SMILES	Menin-MLL TR inh	KCNH2 3.1 inh	RORgamma inh	Mito fusion act	PKM2 act	Rab9 prom act	FLuc counter	NPC1 promoter act	Gal4-VP16 FLuc	ELG1 DNA repair	MBNL1 CUG block
N#CCc1ccc(Oc2ncccn2)cc1	10%	-8	16%	-12%	nt	15%	-4%	0%	2%	?	-18%
CC(C)(C)OC(=O)NCCC(=O)N/N=C/c1ccc2nccnc2c1	nt	-2	12%	6%	1%	-3%	-6%	-3%	-5%	2%	?
Cn1c(/C(C#N)=C2/CCCCCN2)nc2ccccc21	-4%	-6	-20%	1%	-3%	4%	-11%	-2%	-8%	4%	-7%
O=C(O)/C(=C\c1ccco1)NC(=O)c1ccco1	-17%	23	-6%	2%	3%	-3%	0%	2%	-4%	-4%	13%
Cc1cccc(N2CCN(C(=O)c3ccc4c(c3)NC(=O)C(CSCc3ccc(F)cc3)N4)CC2C)c1 (stereo unspecified)	-10%	nt	2%	12%	7%	-4%	-1%	-8%	-5%	6%	6%
N#Cc1ccc(OCC(O)CN2CCN(c3ncc(C(F)(F)F)cc3Cl)CC2)cc1 (stereo unspecified)	-15%	-101*	-24%	-6%	25%	-15%	-4%	-18%	0%	5.8µM*	-6%
Cc1cc(Cl)ccc1OCC(=O)NC(=S)Nc1ccccc1N1CCOCC1	28%	-10	4.5µM*	-1%	-2%	-4%	-1%	0%	?	15%	-2%
COc1ccc(NC(=O)CSc2nnc(Cn3c(=O)sc4ccccc43)n2C)cc1	-18%	-8	7%	-1%	0%	-4%	-1%	1%	5%	5%	1%
CCN1CCN(C(=O)C2CCN(S(=O)(=O)c3ccc4c(c3)NC(=O)C(C)S4)CC2)CC1 (stereo unspecified)	nt	-4	-13%	1%	nt	-1%	2%	-8%	-15%	9%	-6%
COc1ccccc1-n1c(=S)[nH]c2c(sc(=S)n2-c2ccccc2)c1=O	?	-40	-5%	-1%	nt	-2%	?	-2%	2%	5%	?
COc1ccc(C(NC(=O)c2ccccc2F)NC(=O)c2ccccc2F)cc1	-6%	3	6%	-15%	3%	-3%	-2%	0%	-10%	?	-10%
COc1ccc2c(c1)-c1c(sn(-c3ccc(OC)c(OC)c3)c1=S)C(C)(C)N2	?	-7	?	4%	0%	2%	-1%	-2%	-4%	?	7%
Cn1c(=O)[nH]c(=O)c2c1nc(N1CCOCC1)n2CCc1ccccc1	-10%	11	17%	1%	1%	-6%	-1%	0%	-4%	-3%	4%
CCCn1c(=O)[nH]c(=O)c2c(C(F)(F)F)cc(-c3ccc(C)cc3)nc21	-6%	-7	-1%	-3%	-12%	-5%	-2%	-2%	0%	21%	4%
O=C(c1ccccc1)N(NC(=O)C(O)(c1ccccc1)c1ccccc1)c1cccc(F)c1	6%	-14	-7%	19%	-13%	-4%	0%	-5%	-2%	-2%	-14%
O=[N+]([O-])c1cccc(/C=N/Nc2nc(N3CCCCC3)nc(N3CCCCC3)n2)c1	-4%	0	-8%	2%[9.22 µM]	-1%	-1%	-8%	-3%	-2%	13%	-8%
CCOCCCNc1nc2c(c(=O)n(C)c(=O)n2C)n1CCCc1ccccc1	6%	5	-11%[10 µM]	-1%	-2%	5%	-2%	-2%	-20%	?	-3%
CC(C)(C)n1cnc2cc(NC(=O)c3cccs3)ccc21	-4%	-1	13%	-8%	-3%	1.3µM*	7.6µM*	2.5µM*	-12%	?	-10%
O=C(CN1CCC(O)CC1)N1c2ccccc2C=Cc2ccccc21	0%	5	-2%	0%	-5%	9%	1%	-3%	2%	-6%	7%
O=C(c1ccc(O)cc1)c1ccc(C(=O)O)c(C(=O)O)c1	16%	14	4%[0.365 µM]	-2%	2%	2%	1%	-3%	nt	3%	-3%
CCOc1cc(S(=O)(=O)NCCCN2CCOCC2)c(C)cc1C	nt	nt	-8%	0%	5%	-2%	3%	-8%	9%	-10%	-1%
CCOC(=O)C(C)Sc1nnc(-c2c[nH]c3ccccc23)n1C (stereo unspecified)	0%[11.7 µM]	3	32%	-1%	8%	6%	-10%	1%	3%	-9%	-4%
O=C(c1ccc2c(c1)OCO2)N(c1ccc(Br)cc1)C1C=CS(=O)(=O)C1 (stereo unspecified)	-12%	2	-6%	0%	-7%	0%	-1%	1%	5%	2%	-6%
CC(C)N(C)S(=O)(=O)c1ccc(NC(=O)C2=COCCO2)cc1	nt	-3	nt	4%	nt	14%	?	13%	nt	?	nt
CN(C)CCn1c(=O)n(Cc2ccco2)c(=O)c2c3c(sc21)CCCCC3	?	18	3%	-6%	-4%	-8%	2%	3%	-11%	-7%	-8%
NNC(=O)c1sc2cc(C(F)(F)F)cnc2c1-c1cccs1	4%	19	10µM*	4%	0%	14%	-1%	1%	?	1%	-3%
NS(=O)(=O)c1ccc(-n2ncc3c(=O)[nH]c(SCC(=O)Nc4nccs4)nc32)cc1	-12%	6	16%	-4%	-1%	0%	-2%	0%	-6%	-8%	?
C=CCn1c(SCC(=O)O)nc2sc(CC)cc2c1=O	1%	-4	0%	1%	-8%	?	-9%	1%	-2%	8%	-12%
COc1cc(/C=C2\SC(=O)N(CCN)C2=O)ccc1OS(=O)(=O)c1cc(C)ccc1C	?	-10	?	0%	10%	-2%	?	-6%	?	-4%	9%
CCOc1ccc(NC(=O)CSc2nnc(C)n2Cc2ccccc2)cc1	1%	0	7%	-2%	1%	1%	-1%	2%	13%	-9%	3%
O=c1[nH]c2cccnc2n(CCNc2ncc(C(F)(F)F)cc2Cl)c1=O	-22%	3	12%	0%	-5%	-3%	?	15%	2%	-7%	nt
O=C(c1cc(-c2ccccn2)nc2ccc(Cl)cc12)N1CCN(CCc2ccccc2)CC1	-15%	3	6%	6%	-1%	-1%	-2%	-6%	-10%	13%	8%
COc1ccc(NS(=O)(=O)c2cccc(C(=O)N(C)CC(=O)Nc3ccc(C)cc3)c2)cc1	nt	-14	nt	4%	nt	-12%	1%	-6%	nt	1%	nt
C=CCNC(=O)/C(C#N)=C/c1ccccc1OCc1ccc(C(=O)OC)cc1	?	-12	?	1%	5%	2%	1%	-7%	-9%	1%	-12%
CSc1nc(N2CCN(C)CC2)c2c(c1C#N)CC(C)(C)OC2	nt	0	-1%	-4%	-2%	-10%	2%	-5%	3%	8.2µM*	7%
CC(C)C(=O)Nc1cccc(C(=O)Nc2ccc3c(c2)OCO3)c1	-13%	16	-15%	-2%	-8%	1.1µM*	8.5µM*	2.8µM*	-20%	?	-12%
CCOC(=O)Cn1nc(C)c(NC(=O)c2cccc([N+](=O)[O-])c2)c1C	5%	35	4%	-4%	1%	-9%	-1%	-2%	7%	-7%	?
COc1cc2nc(CN(C)Cc3ccc(SC)cc3)[nH]c(=O)c2cc1OC	nt	4	11%	1%	-3%	-13%	5%	2%	2%	-14%	6%
CC(=O)Nc1ccc(NC(=O)Cc2ccc(S(=O)(=O)N3CCCCC3)s2)cc1	?	-12	?	1%	2%	-2%	-1%	-6%	5%	-2%	?
Cc1ccc(C)c(NC(=O)c2sc(Cl)nc2-c2ccccc2)c1	nt	-15	-16%	6%	1%	2%	-1%	1%	11%	-9%	5%

Profiles from above.
COc1cc2nc(CN(C)Cc3ccc(SC)cc3)[nH]c(=O)c2cc1OC in the list: Menin-MLL TR inh: nt; KCNH2 3.1 inh: 4; RORgamma inh: 11%; Mito fusion act: 1%; PKM2 act: -3%; Rab9 prom act: -13%; FLuc counter: 5%; NPC1 promoter act: 2%; Gal4-VP16 FLuc: 2%; ELG1 DNA repair: -14%; MBNL1 CUG block: 6%
CCOC(=O)Cn1nc(C)c(NC(=O)c2cccc([N+](=O)[O-])c2)c1C in the list: Menin-MLL TR inh: 5%; KCNH2 3.1 inh: 35; RORgamma inh: 4%; Mito fusion act: -4%; PKM2 act: 1%; Rab9 prom act: -9%; FLuc counter: -1%; NPC1 promoter act: -2%; Gal4-VP16 FLuc: 7%; ELG1 DNA repair: -7%; MBNL1 CUG block: ?

High-throughput results: PubChem, National Center for Advancing Translational Sciences (NCATS)
